Screens: PubChem, The Scripps Research Institute Molecular Screening Center
FBW7 act: human FBW7 E3 ligase activation, primary screen. Q969H0. AlphaScreen FBW7–phospho-cyclin E peptide binding, activator screen. normalized activity (activation), % at 26.1 µM. hit rate 0.13% among 650,000; in the data active = normalized activity above about 1.9%;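 also: purified mutant Fbw7 with reduced substrate affinity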
TEAD-YAP block: TEAD-YAP interaction inhibition; HEK-TIYL cells, TEAD-Gal4/YAP UAS-luciferase luminescence; inhibition, % at 9.12 µM; hit rate 1.4% among 640,000; in the data active = inhibition above about 32%;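 also: 0% = median of test compound wells and 100% = reference inhibitor wells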
GPR151 activ: activators of human GPR151; PathHunter beta-arrestin GPR151 cells, luminescence; AID 1508602; activation, % at 11.2 µM; hit rate 1% among 650,000; Q8TDV0; in the data active = activation above about 4.9%;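 also: 0% = median of compound wells and 100% = cells with positive control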
Target sequence (Q8TDV0 whole entry, looked up): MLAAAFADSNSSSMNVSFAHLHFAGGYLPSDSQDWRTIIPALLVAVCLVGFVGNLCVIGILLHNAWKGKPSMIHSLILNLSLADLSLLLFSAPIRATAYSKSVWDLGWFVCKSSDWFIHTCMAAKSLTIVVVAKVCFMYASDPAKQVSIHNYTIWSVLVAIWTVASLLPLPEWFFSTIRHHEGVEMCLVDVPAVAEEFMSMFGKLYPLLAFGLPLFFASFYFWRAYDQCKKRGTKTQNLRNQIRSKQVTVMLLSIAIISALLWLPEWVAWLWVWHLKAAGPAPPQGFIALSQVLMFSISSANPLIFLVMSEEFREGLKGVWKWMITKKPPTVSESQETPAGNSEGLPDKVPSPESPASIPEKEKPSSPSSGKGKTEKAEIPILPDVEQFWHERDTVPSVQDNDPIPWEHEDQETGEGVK
MITF inh: inhibitors of human MITF | AlphaScreen MITF homodimerization, bead proximity signal | inhibition, % at 2.6 µM | hit rate 0.91% among 650,000; in the data active = inhibition above about 50%;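 also: 0% = vehicle wells with protein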
Target sequence (O75030 whole entry, looked up): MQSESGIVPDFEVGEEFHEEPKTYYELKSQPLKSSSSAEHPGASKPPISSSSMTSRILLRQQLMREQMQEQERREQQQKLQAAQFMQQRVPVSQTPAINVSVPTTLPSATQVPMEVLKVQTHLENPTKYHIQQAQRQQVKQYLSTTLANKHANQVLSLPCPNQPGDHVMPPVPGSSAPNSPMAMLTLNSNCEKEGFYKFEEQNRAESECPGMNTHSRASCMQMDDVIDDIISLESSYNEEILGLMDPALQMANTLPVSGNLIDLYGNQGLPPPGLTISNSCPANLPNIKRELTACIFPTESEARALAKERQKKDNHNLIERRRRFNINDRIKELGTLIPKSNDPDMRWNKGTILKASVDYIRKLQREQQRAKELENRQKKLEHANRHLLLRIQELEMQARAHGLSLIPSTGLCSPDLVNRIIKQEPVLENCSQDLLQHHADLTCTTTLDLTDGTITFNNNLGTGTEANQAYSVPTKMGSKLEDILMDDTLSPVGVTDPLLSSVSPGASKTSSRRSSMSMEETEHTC
Numbers without * were called inactive; x = no result given; & = joins results of further samples.

Start of the data: the first seven entries, to show the layout:
Values in the order: FBW7 act, TEAD-YAP block, GPR151 activ, MITF inh
- CCNC(=S)N/N=C/c1ccccc1OC(C)C
 : -0.2, 11, 1.1, 0
- CCN(CC)c1ncnc2sc(C(=O)Nc3ccccn3)c(C)c12
 : 0.2, -19, -0.4, -14
- NC1=NC(=O)C(CC(=O)Nc2ccc(N3CCOCC3)cc2)S1 (centres undefined)
 : 0.1, 7, -0.5, -4
- O=S(=O)(NCc1cccnc1)c1ccc2[nH]c3c(c2c1)CCCC3
 : 0.0, 20, -0.7, 5
- O=C(CSc1nc(-c2ccccc2)c2ccccc2n1)Nc1ccc(F)cc1F
 : 0.0, 0, 2.3, 13
- CCOC(=O)C1=C(C)N(CC)C(=O)NC1c1ccccc1Cl (centres undefined)
 : 0.0, 4, 0.2, 2
- NC(=O)CSc1nc(-c2cccs2)nc2ccccc12
 : -0.1, 4, -0.8, -6

This part in full (from the top)
Values in the order: FBW7 act, TEAD-YAP block, GPR151 activ, MITF inh
- CCNC(=S)N/N=C/c1ccccc1OC(C)C
 : -0.2, 11, 1.1, 0
- CCN(CC)c1ncnc2sc(C(=O)Nc3ccccn3)c(C)c12
 : 0.2, -19, -0.4, -14
- NC1=NC(=O)C(CC(=O)Nc2ccc(N3CCOCC3)cc2)S1 (centres undefined)
 : 0.1, 7, -0.5, -4
- O=S(=O)(NCc1cccnc1)c1ccc2[nH]c3c(c2c1)CCCC3
 : 0.0, 20, -0.7, 5
- O=C(CSc1nc(-c2ccccc2)c2ccccc2n1)Nc1ccc(F)cc1F
 : 0.0, 0, 2.3, 13
- CCOC(=O)C1=C(C)N(CC)C(=O)NC1c1ccccc1Cl (centres undefined)
 : 0.0, 4, 0.2, 2
- NC(=O)CSc1nc(-c2cccs2)nc2ccccc12
 : -0.1, 4, -0.8, -6
- Cc1ccc(/C=C/C(=O)N2CCCN(C(=O)/C=C/c3ccc(C)o3)CC2)o1
 : 0.1, 6, 1.8, 2
- C/C(=N\NC(=O)COc1cccc(C)c1C)c1ccc(Br)s1
 : -0.1, -7, 3.1, 9
- c1ccc(-n2cnc3c(NC4CC4)nc(-c4csc5ccccc45)nc32)cc1
 : -0.1, 0, 3.8, -12
- Cn1cnnc1-c1cccc(NC(=O)c2cc(F)c(F)cc2Cl)c1
 : -0.2, 8, -0.7, 16
- COc1ccc(CNC(=S)Nc2ccccc2)cc1
 : 0.3&-0.4&0.3, -1&-14&2, -1.1&-0.9&0.6, 6&0&11
- COc1cccc(CN2CCN(Cc3cccc4ccccc34)CC2)c1OC
 : 0.0, -2, -0.5, 82*
- C/C=C(\C)CN1CCC(n2nccc2NC(=O)C(OC)c2ccccc2)CC1 (centres undefined)
 : 0.2, -8, -0.6, 18
- CCCCCC(O)(CCCCC)C(=O)NN(C(=O)c1ccccc1)c1ccccc1Cl
 : -0.2, 5, -0.6, -2
- O=C(Nc1nnc(-c2cccc([N+](=O)[O-])c2)s1)c1ccccc1C(F)(F)F
 : 0.3, 2, -1.7, 25
- Cc1ccc2ncc(C(=O)Nc3ccc(Br)c(C)c3)c(=O)n2c1
 : 0.1, 3, -1.8, 10
- Cn1cc(CN2CCN(Cc3cccs3)C(CCO)C2)c(-c2ccccc2)n1 (centres undefined)
 : 0.0, 8, -1.0, 3
- CNc1nc2[nH]c(=O)c3c(c2s1)OC(N)=C(C#N)C3c1ccccc1 (centres undefined)
 : 0.7, -13, -0.4, 17
- O=C(CSc1nc2ccc(N3C(=O)c4ccccc4C3=O)cc2s1)NCCOc1ccccc1
 : 0.4, 7, 0.0, 13
- CCN(CC)C(=O)Cn1c(=O)n(CCCCC(=O)NC2CCCC2)c(=O)c2ccccc21
 : 1.0, -2, 1.0, 10
- Cc1ccc2c(c1)NC(=O)C(CC(=O)Nc1c(F)c(F)cc(F)c1F)O2 (centres undefined)
 : 0.1, -5, -2.1, 3
- O=C1CN(S(=O)(=O)c2cccc(Cl)c2Cl)c2ccccc2N1
 : 0.0, -8, 6.8*, -2
- CC(=O)Oc1ccc(N2C(=O)C3C4c5ccccc5C(C(C)=O)(c5ccccc54)C3C2=O)cc1 (centres undefined)
 : 0.0, 5, 0.4, -5
- O=C(CCC1CCCC1)Nc1ncn[nH]1
 : -0.1, 4, 0.7, 24
- COc1ccc(Cl)cc1NC(=O)c1cc(S(=O)(=O)N2CCN(c3cccc(C)c3)C(C)C2)ccc1F (centres undefined)
 : -0.2, 2, 0.2, 2
- O=C(Cn1c2ccccc2c(=O)c2ccccc21)Oc1ccc(Br)cc1
 : 0.1, -3, -0.2, 12
- O=C(OCc1ccccc1)C(C(=O)OCc1ccccc1)N1C(=O)c2ccccc2C1=O
 : 0.0, -37, 1.7, -5
- Cc1nc2nc(CC(=O)O)[nH]n2c(=O)c1Oc1ccccc1
 : 0.6, 3, -1.0, 4
- COCCn1nnnc1C(c1ccc(C)cc1)N1CCN(c2ccccc2F)CC1 (centres undefined)
 : -0.1, 2, 0.0, -7
- CCCSc1nnc(NC(=O)c2c(OC)cccc2OC)s1
 : 0.1, 8, -0.2, 20
- CCCCC(=O)OCC(=O)NNC(=O)c1ccccc1
 : -0.1, 2, -0.4, 18
- O=C(C1CCN(C(=O)C2CC(Cc3ccc(F)cc3)=NO2)CC1)N1CCCC1 (centres undefined)
 : -0.1, -62, 0.2, -11
- Cc1cc(C)c2cc3c(N)c(C(=O)N4CCCCC4)sc3nc2c1
 : -0.1, -1, -0.3, 11
- CC1CCCCC1NCc1ccc([N+](=O)[O-])cc1 (centres undefined)
 : 0.3, 7, 0.4, 75*
- O=P1(Nc2ccc3ccccc3c2)C=C(c2ccccc2)OC(c2ccccc2)=C1
 : -0.2, 3, -1.2, -3
- COC(=O)c1cn(NC(=O)Cc2ccc([N+](=O)[O-])cc2)c(=O)c2ccccc12
 : 0.0, 1, -0.7, 22
- CCOc1ccc(NC(=O)CSC2=C(C#N)C(c3ccccc3)C(C(=O)Nc3ccccc3)=C(C)N2)cc1 (centres undefined)
 : -0.2, 22, -0.6, -4
- Cc1ccc([N+](=O)[O-])cc1-c1ccc(/C=C(\C#N)c2nc3ccccc3s2)o1
 : -0.1, -10, 2.1, 3
- O=C(C1CC12CCN(C1CCC1)CC2)N1CCc2ccccc2C1 (centres undefined)
 : 0.1, -14, 1.1, 3

Continued:
compound | FBW7 act | TEAD-YAP block | GPR151 activ | MITF inh
CC1CCc2nn(CC(=O)N3CCCCCC3)cc2C1 (centres undefined) | -0.1 | -7 | 3.3 | -2
CCOC(=O)CCCNC(=O)Nc1ccccc1 | 0.0 | -4 | -0.5 | 10
Cc1ccccc1NC(=O)Cn1c(=O)oc2ccccc21 | -0.1 | 8 | -0.8 | 10
Cc1cc(C)nc(SCc2cc(=O)c(OC(=O)c3c(F)cccc3F)co2)n1 | -0.2 | -8 | -0.5 | 8
O=C(/C=C/c1ccc(Br)cc1)Nc1nncs1 | -0.1 | -50 | -0.2 | 4
O=C(CSc1nc(-c2ccccc2)cn1-c1ccc(Br)cc1)N1CCCCC1 | -0.1 | 5 | -0.1 | 2
Cc1ncc2c(c1CNC(=O)c1cnccn1)CCN(Cc1ccoc1)C2 | -0.1 | -3 | 0.5 | 14
COCc1c(C(=O)N/N=C\c2ccccc2)nnn1-c1nonc1N | 0.1 | -10 | 0.8 | -15
Cc1ccc(C(O)C(C)(C)C(=O)O)cc1 (centres undefined) | -0.2 | 3 | -0.2 | 9
C=C1C(C(=O)N2CCCC2)C1C(=O)N1CCCC1 (centres undefined) | 0.2 | 4 | 0.0 | 3
Cc1c(C(=O)Nc2cccc(Cl)c2)sc2ncn(CC(=O)N3CCN(c4ccccn4)CC3)c(=O)c12 | 0.6 | 3 | -1.6 | -2
COc1ccc(CN2C(=O)C3C(c4ccc(Br)cc4)OC4(C(=O)c5ccccc5C4=O)C3C2=O)cc1 (centres undefined) | 0.2 | 1 | -0.3 | 0
CC1=C(C(=O)Nc2ccccc2)C(c2cccs2)C(C#N)=C(SCC(=O)Nc2ccc(Cl)cc2)N1 (centres undefined) | 0.0 | 2 | 2.2 | 18
CCCC(=O)N1c2ccccc2-c2nnc(SC)nc2OC1c1cccc(Br)c1 (centres undefined) | 0.2 | 2 | 2.2 | 8
COc1ccc(S(=O)(=O)CCC(=O)Nc2ccc(F)cc2)cc1 | 0.0 | -16 | -0.4 | 5
COc1cc(Cl)c(S(=O)(=O)NCc2ccc3c(c2)OCO3)cc1Cl | 0.2 | 3 | -0.9 | 15
Clc1ccc(Nc2nc(Nc3ccc(Cl)cc3)nc(Oc3ccccc3)n2)cc1 | 0.2 | 12 | -0.5 | 11
Cn1nnc2c(=O)n(Cc3cccc(Cl)c3)cnc21 | 0.5 | 1 | -1.6 | 12
Cc1cccc(Nc2nc(Cl)nc(NCCN3CCOCC3)n2)c1 | 0.1 | -1 | 1.1 | -1
CCOC(=O)c1cnc2ccccc2c1Nc1ccc(OCC)cc1 | 0.0 | -3 | -1.7 | 34
COc1ccc(-c2nnc(SC(C)C(=O)NC(c3ccccc3)c3ccccc3)n2-c2ccccc2)cc1OC (centres undefined) | -0.1 | 11 | 0.0 | 17
Cc1[nH]c2c(C(F)(F)F)cccc2c1CCNC(=O)CCCCCN1C(=O)c2ccccc2C1=O | 0.1 | 1 | 0.0 | -14
CC(C)n1c(-c2csc3ccccc23)nc2c(Nc3ccc(Oc4ccccc4)cc3)ncnc21 | 0.7 | 5 | -2.0 | 9
C[C@@H](c1ccccc1)N1C(=O)[C@H]2[C@H]3[C@H](O)C=CC(=O)[C@@H]3CC[C@H]2C1=O | 0.4 | x | -1.7 | 18
COc1ccc(-c2cc(C3CC3)nc3sc(C#N)c(N)c23)cc1 | 0.0 | 8 | -0.5 | -14
Cc1ccc2[nH]c(=O)c(CN(CCO)C(=O)c3cccc(Cl)c3)cc2c1 | 0.2 | -6 | -0.6 | 5
Cc1ccc(/C=C/C(=O)Nc2ccc3nc(N4CCCCC4)cc(C)c3c2)o1 | -0.3 | 8 | 0.7 | -6
CCN(c1ccccc1)S(=O)(=O)c1cc(Br)cc2c1N(C(C)=O)C(C)C2 (centres undefined) | 0.0 | 6 | 0.1 | -64
Cc1cnc(NC(=O)CSc2nnc3ncccn23)s1 | -0.2 | 2 | 0.7 | 9
O=C(c1ccc(Cl)c([N+](=O)[O-])c1)N(c1ccccn1)c1ccccn1 | -0.1 | 4 | 1.3 | 12
COc1ccc(/C=C2N=C(/C=C/c3ccc(C)cc3)OC\2=O)cc1 | -0.1 | 1 | 1.2 | -7
CCOc1ccc(C(=O)Nc2ccc(-n3nncc3-c3ccccc3)cc2)cc1 | 0.0 | 7 | 1.0 | 7
COc1ccccc1C(=O)N1CCN(c2c(Cl)cccc2[N+](=O)[O-])CC1 | -0.1 | 1 | 0.2 | 2
O=C(NCc1ccc(F)cc1)c1cccc(C(=O)NCc2ccc(F)cc2)n1 | 0.7 | 17 | 0.6 | 13
COC(=O)N1CCN(Cc2ccc3c(c2)OCO3)CC1 | 0.6 | -8 | -1.1 | 2
COc1cc(C(=O)NCCNc2nc3cc(C)ccc3cc2C#N)cc(OC)c1OC | -0.2 | -4 | 3.8 | 6
CC(C)c1ccc(/C=C2\NC(=O)NC2=O)cc1 | 0.0 | -11 | 0.1 | -6
Cc1nc(N2CCOCC2)c2cc(-c3ccccc3)sc2n1 | 0.4 | -21 | 1.7 | 3
CCCC1CCC(c2ccc(C(=O)Nc3ccccc3OC)cc2)CC1 (centres undefined) | 0.1 | -21 | 0.1 | -5
COc1cccc(C(=O)O/N=C(\N)c2cccnc2)c1 | 0.0 | -41 | -3.8 | 9
CCOC1OC(=O)C(Cl)=C1Nc1cccc(C)c1 (centres undefined) | -0.1 | 6 | 5.0* | -1
CC(=O)c1cccc(NC(=O)COc2ccc(Cl)c(C)c2)c1 | -0.1 | -9 | 0.3 | 7
O=C(Nc1ccc(Cl)c(Cl)c1)N(CCCN1CCOCC1)Cc1cccnc1 | 0.4 | -6 | -0.9 | -10
COc1ccc(CC2(CCC(=O)NCc3nc(C)cs3)CCC(=O)N2)c2ccccc12 (centres undefined) | -0.1 | -13 | -0.7 | 1
CCOc1ccc2[nH]c(=O)c(C(c3nnnn3C(C)(C)C)N3CCOCC3)cc2c1 (centres undefined) | -0.1 | 5 | 1.7 | 12
O=S(=O)(NCCc1ccc(Cl)cc1)C1CC1 | 0.0 | 1 | -1.1 | 13
CCOc1ccc2ccccc2c1/C=C1\N=C(c2cccc([N+](=O)[O-])c2)OC1=O | 0.1 | 9 | -0.8 | 13
COc1ccc(CC(=O)NCC2CCCN(C3CCSCC3)C2)cc1 (centres undefined) | -0.1 | 2 | 0.1 | 0
CCCCN(C)S(=O)(=O)c1ccc(F)c(C(=O)Nc2cccc(F)c2)c1 | 0.5 | -1 | -0.7 | -7
CCN=c1scc(-c2ccc(Br)s2)n1/N=C/c1ccccn1 | -0.4 | -17 | 1.8 | 16
Cc1ccc(N2CCN(C(=O)c3sc4ncn(CC(=O)N5CCOCC5)c(=O)c4c3C)CC2C)cc1 (centres undefined) | -0.1 | 8 | -0.3 | 2
COC(=O)c1ccccc1NC(=O)c1cccc(Cl)c1Cl | 0.0 | -9 | -0.6 | 7
COCCSc1nnc(NC(=O)CCS(=O)(=O)Cc2ccccc2)s1 | 0.6 | 1 | 1.7 | 19
CCc1cc(=O)oc2cc3oc(C)c(C)c3cc12 | -0.1 | 17 | 0.1 | -1
O=C(NCc1cccnc1)c1csc(Nc2nccc3ccccc23)n1 | 0.3 | -4 | 0.6 | 7
CC(=O)c1ccccc1OCCSc1nnc(NC2CCCCC2)s1 | -0.1 | 11 | 1.1 | -3
